# MCL1 BIM primary = inhibitors of MCL1 binding to BIM-BH3, primary screen, biochemical, fluorescence polarization; inhibition, % at 10.9 µM; AID 2057, 2009; Induced myeloid leukemia cell differentiation protein Mcl-1 (Homo sapiens), Q07820; 0.68% of 320,000 active; GST-MCL1 / FITC-Bim-BH3 fluorescence polarization;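 active means inhibition above the mean inhibition of all tested compounds plus 3 SD, set per campaign, cut at about 40% in these data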;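 further: 0% = DMSO wells and 100% = unlabeled Bim-BH3 peptide control; higher means more loss of mP so more displacement of Bim peptide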
# Target sequence (Q07820 whole entry, looked up): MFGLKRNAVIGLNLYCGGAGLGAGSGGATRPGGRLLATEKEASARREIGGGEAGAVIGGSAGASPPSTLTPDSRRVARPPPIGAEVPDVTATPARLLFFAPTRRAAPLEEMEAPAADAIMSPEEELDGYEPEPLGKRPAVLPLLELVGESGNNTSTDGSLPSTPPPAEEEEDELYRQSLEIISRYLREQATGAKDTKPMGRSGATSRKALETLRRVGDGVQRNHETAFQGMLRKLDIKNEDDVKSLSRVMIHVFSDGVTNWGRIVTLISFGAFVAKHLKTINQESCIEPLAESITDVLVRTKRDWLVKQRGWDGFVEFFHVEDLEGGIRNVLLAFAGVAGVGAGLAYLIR
# Efflux pump inh = inhibitors of Candida efflux pumps in yeast, primary screen, S. cerevisiae, Nile Red, multiplex. S. cerevisiae Candida pump triplex. inhibition, % at 10 µM. 0.44% of 330,000 active;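 active means plate passing quality check with inhibition over a set limit, or well fluorescence over plate mean plus 4 SD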;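 further: Nile Red retained in pooled yeast measured as flow cytometry median fluorescence; 0% = buffer negative control and 100% = Enniatin B positive control; higher means more Nile Red kept so more efflux inhibition; some compounds called inactive have numbers as strong as hits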
# Fam108B inh = mouse Fam108B serine hydrolase inhibitors, primary screen, counter-screen for RBBP9 inhibitor project, biochemical, fluorescence polarization | recombinant Fam108B, FP-Rh probe fluorescence polarization | inhibition, % at 9.51 µM | 0.33% of 300,000 active;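 active means inhibition above the screen mean inhibition plus 3 SD, computed separately per campaign, cut at about 18% in these data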;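 further: inhibitors lower polarization as less probe binds the enzyme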
# GLD-1 RNA inh = GLD-1/TGE RNA complex disruptors, primary screen, biochemical, fluorescence polarization | purified GLD-1 + fluorescein TGE RNA | 0.44% of 320,000 active | inhibition, % at 5.96 µM | AID 2280, 2010;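 active means percent inhibition above a per-plate cutoff, the plate mean of test compounds plus 3 SD, cut at about 30% in these data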;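 further: 0% = DMSO wells with GLD-1 and probe and 100% = wells lacking GLD-1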
# Target sequence (Q17339 whole entry, looked up): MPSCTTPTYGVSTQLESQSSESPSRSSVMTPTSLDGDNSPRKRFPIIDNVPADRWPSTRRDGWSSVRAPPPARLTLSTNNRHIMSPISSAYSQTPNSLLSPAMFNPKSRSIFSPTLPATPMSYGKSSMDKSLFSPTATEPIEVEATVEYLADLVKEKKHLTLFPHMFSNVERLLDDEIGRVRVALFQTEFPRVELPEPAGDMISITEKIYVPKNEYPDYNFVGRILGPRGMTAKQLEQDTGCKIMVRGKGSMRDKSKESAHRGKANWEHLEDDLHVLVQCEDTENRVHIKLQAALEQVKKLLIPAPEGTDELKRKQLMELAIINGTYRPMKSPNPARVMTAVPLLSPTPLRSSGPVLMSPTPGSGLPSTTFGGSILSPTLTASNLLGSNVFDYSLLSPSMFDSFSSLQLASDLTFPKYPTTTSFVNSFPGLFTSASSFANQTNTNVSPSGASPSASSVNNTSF
# EBNA-1 inhibitor = EBNA-1 DNA-binding inhibitors, primary screen, biochemical, fluorescence polarization; 0.34% of 300,000 active; AID 1950, 2009; inhibition, % at 14.8 µM; in the data active means inhibition above about 28%
# MEX-5 binding = MEX-5 zinc finger RNA-binding disruptors – biochemical, C. elegans, fluorescence polarization, MLPCN library, primary screen; activity score (negative = inhibition of binding), % at 10 µM; 0.38% of 300,000 active; AID 1832, 2009; Zinc finger protein mex-5 (Caenorhabditis elegans), Q9XUB2; MEX-5/FITC-TCR2 RNA binding; hits give low values;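 active means inhibition past about -25% in most replicates, and total fluorescence under double the plate's negative control median, limit read from the data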;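 further: 0% = DMSO and -100% = 5 µM competing unlabeled TCR2 RNA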
# ZTA counter = ZTA (EBV) inhibition in EBNA-1 counter-screen; ZTA-DNA binding, fluorescence polarization; inhibition, % at 11 µM; P03206; 0.15% of 320,000 active; AID 2234; in the data active means inhibition above about 33%
# BCLXL inh = inhibitors of human Bcl-xL, primary screen, biochemical, fluorescence polarization, HTS; GST-Bcl-xL / FITC-Bim BH3 peptide fluorescence polarization; inhibition, % at 10.9 µM; 0.7% of 320,000 active;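 active means inhibition above the mean of all tested compounds plus 3 SD, cutoff set per campaign, cut at about 30% in these data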;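 further: 0% = DMSO wells and 100% = unlabeled Bim-BH3 peptide competitor; inhibitors lower millipolarization by displacing the labeled peptide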
# Target sequence (Q07817 whole entry, looked up): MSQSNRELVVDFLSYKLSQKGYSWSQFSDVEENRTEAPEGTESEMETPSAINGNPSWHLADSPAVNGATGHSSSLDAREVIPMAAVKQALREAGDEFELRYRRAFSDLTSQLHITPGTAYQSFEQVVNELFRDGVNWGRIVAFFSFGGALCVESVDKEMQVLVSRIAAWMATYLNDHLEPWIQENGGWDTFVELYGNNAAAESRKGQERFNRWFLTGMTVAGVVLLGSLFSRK
# Yeast superoxide = reduction of superoxide in aged yeast, primary screen, HTS; S. cerevisiae aged cells, superoxide DHE fluorescence; hits give low values; superoxide response (% of plate mean), % at 10 µM; 0.18% of 330,000 active; AID 2690, 2010;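 active means superoxide response under a set limit, about three screen SD below normal, cut at about 65% in these data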;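 further: yeast aged for seven days with compound at 30 °C before DHE staining; 100% = average MFI of all compound-treated wells on the plate with controls excluded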
# * marks the source's active call; other numbers are inactive results; / = no result given.
# Sample of the layout:
SMILES,MCL1 BIM primary,Efflux pump inh,Fam108B inh,GLD-1 RNA inh,EBNA-1 inhibitor,MEX-5 binding,ZTA counter,BCLXL inh,Yeast superoxide
CN(CC(=O)Nc1ccc(Cl)c(C(F)(F)F)c1)C(=O)c1ccc2c(c1)NC(=O)CS2,-11.4,0.1,/,-1.3,/,/,3.7,-7.6,104.1
O=C(CN1C(=O)NC2(CCCC2)C1=O)Nc1cc(Cl)ccc1N1CCCCC1,-9.0,-0.1,-1.0,6.0,-2.2,-1.5,-10.2,-0.9,96.4
O=C(NCc1ccco1)c1c(F)cccc1Cl,1.1,-0.1,2.4,2.5,-5.9,2.2,-2.5,4.5,101.3

# This part in full, from the start:
SMILES,MCL1 BIM primary,Efflux pump inh,Fam108B inh,GLD-1 RNA inh,EBNA-1 inhibitor,MEX-5 binding,ZTA counter,BCLXL inh,Yeast superoxide
CN(CC(=O)Nc1ccc(Cl)c(C(F)(F)F)c1)C(=O)c1ccc2c(c1)NC(=O)CS2,-11.4,0.1,/,-1.3,/,/,3.7,-7.6,104.1
O=C(CN1C(=O)NC2(CCCC2)C1=O)Nc1cc(Cl)ccc1N1CCCCC1,-9.0,-0.1,-1.0,6.0,-2.2,-1.5,-10.2,-0.9,96.4
O=C(NCc1ccco1)c1c(F)cccc1Cl,1.1,-0.1,2.4,2.5,-5.9,2.2,-2.5,4.5,101.3
CCC1(CC)NC(=O)N(CC(=O)OC(C)C(=O)Nc2ccc(NC(C)=O)cc2)C1=O (stereo not drawn),-3.5,0.1,-1.6,12.4,1.5,-0.5,-12.9,1.2,116.9
COc1ccc(Sc2cnn(-c3ccccc3)c(=O)c2Cl)cc1,3.5,1.1,-2.9,-1.0,-5.5,1.2,-31.9,-0.2,108.4
COc1ccc(OCc2nn3c(-c4ccccn4)nnc3s2)cc1,0.8,0.2,-0.4,1.4,-7.0,-0.4,0.3,-3.5,123.4
O=C(CSc1nc2ccccc2[nH]1)N/N=C/c1ccco1,4.4,0.1,-2.3,-1.8,-1.5,-1.3,9.5,4.2,88.4
COC(=O)C1=C(C(=O)OC)C2(OC1c1ccc(Br)cc1)C(=O)c1ccccc1C2=O (stereo not drawn),-0.2,0.0,-2.3,0.1,9.1,3.8,3.5,-2.1,91.2
CCCC(NCC(O)COc1ccc(-c2ccccc2)cc1)c1ccccc1 (stereo not drawn),3.1,0.1,-11.7,3.5,-7.1,-1.2,-3.9,0.9,111.6
CC(C)CCNC(=O)Cc1ccccc1[N+](=O)[O-],-0.3,0.0,1.6,2.4,1.1,1.4,6.7,3.0,85.2
Cc1ccc(NNC(=O)c2ccno2)cc1Cl,3.2,0.0,0.8,10.7,12.5,-1.8,3.4,7.2,97.8
CCOC(=O)C1=C(N)OC2=C(C(=O)CCC2)C1c1cccs1 (stereo not drawn),4.6,-0.1,-2.6,-2.1,8.0,-0.4,11.3,7.6,88.5
COc1ccc(-n2nnnc2-c2cnc3cc4c(cc3c2C)OCO4)cc1,-6.2,0.1,1.6,5.3,-7.0,-0.9,14.2,-5.0,93.1
CCCOC(=O)CSc1nc(N)c(C#N)c(CC)c1C#N,7.1,0.1,0.1,1.4,3.4,1.7,2.6,7.6,95.5
COc1ccccc1C(=O)NC(=O)COC(=O)c1ccc(C)o1,8.4,0.0,-0.2,4.9,1.9,-1.4,-5.7,5.5,101.4
COc1n[nH]c(C(=O)Nc2cc(Cl)ccc2Cl)c1[N+](=O)[O-],10.0,-0.1,-1.9,4.0,0.6,-1.6,-12.4,2.7,93.0
CCC(=O)Nc1ccc(Cl)c(NC(=O)c2cccnc2)c1,-0.1,-0.1,-4.2,5.8,1.1,0.9,0.3,6.2,100.0
O=C(Nc1ccc(CN2CCOCC2)cc1)c1ccc(-c2ccc(Br)cc2)o1,-0.6,-0.1,-12.9,4.5,1.8,3.1,10.1,7.3,103.6
O=C(Nc1c(-c2cccs2)nc2ccccn12)c1ccc2ccccc2c1,1.7,0.6,1.4,-3.1,-0.4,2.8,13.5,3.6,110.0
CCCc1cc(=O)[nH]c(SCc2ccccc2)n1,3.6,0.2,-2.5,-0.3,6.4,2.1,-6.7,5.0,85.8
CCN(CC)C(=O)CSc1nc2cc3c(cc2c(=O)n1CCCC(=O)NCc1ccc(OC)cc1)OCO3,3.0,-0.1,-3.2,10.1,-11.5,2.4,-10.6,4.4,117.7
COc1cccc(NC(=S)NNC(=O)c2ccccc2OC(F)F)c1,5.1,0.0,2.5,1.0,2.8,-2.8,-1.6,6.2,83.7
CN(C(=O)C1CCN(c2ncnc3c2nc2n3CCCCC2)CC1)C1CCCCC1,-9.9,0.1,-0.6,-0.7,-13.2,-1.3,-0.5,-3.7,108.4
COc1ccc(Cc2n[nH]c(=O)c3ccccc23)cc1OC,5.2,0.0,3.6,8.2,1.4,2.6,-8.3,4.6,98.2
O=C(Nc1cc(S(=O)(=O)N2CCCCC2)ccc1O)c1ccccc1NS(=O)(=O)c1ccc(F)cc1,12.0,-0.3,7.8,4.6,0.9,0.1,17.9,7.0,102.1
Cc1ccc(CN2CCN(Cc3cccc(C)n3)CC2CCO)cc1 (stereo not drawn),12.3,-0.1,1.4,-4.8,4.0,-1.4,3.0,6.2,108.7
CCOC(=O)c1c(C)oc2c1cc(O)c1ccccc12,-0.9,0.0,8.2,8.6,-10.5,1.0,-5.7,6.1,93.6
O=C(N/N=C\c1cccnc1)C1c2ccccc2Oc2ccccc21,-0.8,0.2,-2.9,-6.2,-25.9,-0.5,-17.9,-0.7,101.4
CCOc1ccc(/C=C2\SC(=S)N(CCCC(=O)NCCCN3CCOCC3)C2=O)cc1,2.7,0.3,1.7,0.0,-2.2,-1.7,-10.1,0.6,103.1
COc1ccc(C(=O)COC(=O)c2cnc(C)cn2)c(OC)c1,8.0,0.0,1.4,3.4,6.6,1.0,-1.4,5.1,95.9
CCC(C)NC(=O)C(=O)NCc1ccncc1 (stereo not drawn),-0.2,0.0,-1.4,6.4,-5.9,0.6,-11.5,6.2,95.6
Cc1nc(N2CCOCC2)[nH]c(=O)c1C,1.9,0.0,-3.0,1.7,-3.5,-0.3,-1.6,7.4,101.2
Cc1ccc2nc(NC(=O)CN3C(=O)NC4(CCCC4)C3=O)sc2c1,-8.6,0.0,0.7,-4.1,1.7,0.6,-15.2,-6.5,80.0
COc1ccccc1NC(=O)C(=O)NCc1ccncc1,-3.5,-0.1,-2.2,3.7,2.8,0.1,10.5,0.0,108.7
CNCc1ccccc1Sc1cccc2ccccc12,6.3,0.4,-2.9,2.6,-7.1,-1.9,-5.9,2.5,91.4
O=C(COC(=O)c1nc(Cl)ccc1Cl)NC1CCCCC1,-0.4,0.2,/,-0.8,/,/,2.3,-7.7,78.0
O=C(COC(=O)CCc1ccc(S(=O)(=O)N2CCCCC2)cc1)Nc1cccc2ccccc12,-7.9,0.0,3.8,-1.3,-3.3,1.3,5.3,-0.1,82.0
COc1ccc(C2(c3ccc(OC)cc3)NC(=O)N(CC(=O)Nc3cc(C)ccc3OC)C2=O)cc1,-1.6,-0.5,-5.6,10.0,-1.9,0.6,7.5,-1.8,84.4
COc1cccc(/C=N/N2CCN(C3c4ccccc4-c4ccccc43)CC2)c1O,-1.9,-0.1,-2.1,5.4,4.7,-1.2,1.5,3.5,93.2
CCOc1cc(C2CC(=O)NC(SCC)=C2C#N)ccc1O (stereo not drawn),6.0,-0.1,1.6,4.8,2.2,-5.6,8.4,5.2,95.4
CN1CCN(C(c2cccnc2)c2ccc3cccnc3c2O)CC1 (stereo not drawn),8.4,0.1,-6.6,1.6,-2.2,-6.0,8.5,13.7,97.3
Cc1cc2c(cc1C)CSC(c1ccc(O)cc1)SC2,-1.9,-0.1,3.1,-6.5,20.1,-0.8,13.1,-0.5,106.0
O=C(CC(c1ccccc1)c1ccccc1)Nc1ccc(O)cc1,9.6,0.0,2.8,9.8,-2.3,0.4,-3.8,4.8,97.1
O=C(N/N=C/c1ccc(-c2ccc(Br)cc2)o1)c1ccc2c(c1)OCO2,-22.9,0.1,0.7,-11.5,13.9,0.4,-29.4,-9.6,104.6
c1ccc(-c2cc(-c3nc(-c4ccccn4)no3)c3ccccc3n2)cc1,9.3,0.0,-13.4,-3.2,-4.6,0.7,4.3,10.1,127.2
O=C(O)CCn1nnc(-c2cccs2)n1,2.5,0.2,2.5,-1.8,-15.2,4.0,-19.2,5.0,108.3
COc1ccccc1N(C)S(=O)(=O)c1ccc(C(=O)Nc2nccs2)cc1,-1.6,0.0,/,-4.7,/,/,-15.8,-1.0,105.3
CC(C)(CN1CCN(C(c2ccccc2)c2ccccc2)CC1)NS(=O)(=O)c1ccccc1,4.6,0.2,0.5,-2.9,0.5,0.4,2.2,5.8,89.8
Cc1ccc(S(=O)(=O)N(C)C)cc1-n1c(SCC(=O)Nc2ccc(F)cc2Cl)nc2ccccc2c1=O,-4.6,-0.3,-2.5,1.6,7.5,-1.2,-15.5,-3.4,95.9
CC(=Nc1ccccc1)C1=C(O)COC1=O,0.2,-0.1,-0.9,2.8,9.9,-1.8,-1.8,-0.7,84.6

# Additional records follow:
SMILES,MCL1 BIM primary,Efflux pump inh,Fam108B inh,GLD-1 RNA inh,EBNA-1 inhibitor,MEX-5 binding,ZTA counter,BCLXL inh,Yeast superoxide
CCC(NC(=O)NCc1ccc2c(c1)OCO2)(C(F)(F)F)C(F)(F)F,6.6,-0.2,-3.3,-3.1,-4.3,3.6,-11.8,1.1,92.4
COc1c(F)cccc1C1=CC(=O)C[C@H](c2ccc3c(c2)OCO3)C1,-8.5,0.2,/,14.3,/,/,3.2,-6.2,119.5
CC(NS(C)(=O)=O)C(c1cccs1)N1CCN(C)CC1 (stereo not drawn),4.5,0.0,-4.8,5.6,3.9,0.4,-14.2,4.6,92.4
O=C(c1ccco1)N1CCC(c2nc3ccccc3[nH]2)CC1,7.4,-0.2,-5.3,1.4,-4.9,-0.4,-1.3,2.8,108.2
CC(C)(C)N(Cc1cc2ccccc2[nH]c1=O)C(=O)C1CCCCC1,8.6,-0.1,7.7,-2.2,1.4,-0.1,-16.5,6.2,108.0
O=C(CC1NCCNC1=O)Nc1cc(Cl)cc(Cl)c1 (stereo not drawn),8.9,0.2,4.4,2.2,-2.4,1.5,-0.9,5.5,82.9
CCOC(=O)CCCC(=O)N1CCOCCOCCOCC1,0.0,0.0,1.5,5.2,11.4,2.8,-11.2,1.1,97.8
Cc1ccn2cc(-c3cnoc3C)nc2c1,-2.6,0.5,-2.2,7.5,-3.4,1.3,5.7,-3.9,97.5
CN(C)S(=O)(=O)N(CC(=O)Nc1ccccc1)c1ccccc1,11.7,0.0,3.6,-3.0,4.5,1.3,-19.6,3.5,120.4
O=C(NCC1CCCO1)c1cc2cc(Cl)ccc2[nH]1 (stereo not drawn),4.9,0.2,-7.0,2.9,0.8,2.7,1.0,1.2,98.8
COc1ccc(-c2csc(NC(=S)NC(=O)c3ccco3)n2)cc1Br,4.3,0.1,1.6,-5.6,1.2,0.3,9.0,2.3,85.9
CCn1c(COc2ccccc2C)nnc1SCC(=O)N1CCN(c2ccccc2)CC1,-4.0,0.1,1.3,3.9,-4.8,0.2,-6.7,0.4,86.8
